# IMPase Li cell – IMPase inhibition in cells with lithium potentiation; actives 0.35% (n = 210,000); Potency, µM (series often up to 59.4 µM), for the others: top-dose activity, negative = IMPase inhibition, actives largely listed as inhibitors; CHO-M1 cells, IP1 TR-FRET (IP-One), carbachol + lithium; AID 1457;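 note: IP1 builds up when IMPase is blocked and the TR-FRET signal falls; plate controls were basal vehicle for no effect and high inhibitor control for full effect; nearly all actives have a fitted effect of over 50% in size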
#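 CHO cells stably expressing M1 receptor (2000/well) were cultured 16–30 h, then exposed to compounds with a small lithium addition for 30 min at 37C. IP1 was measured by TR-FRET competition; AC50 from Hill fits.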
# GAA glycogen – inhibitors or activators of human alpha-glucosidase glycogen cleavage; P10253; recombinant GAA, glycogen substrate, Amplex Red glucose oxidase fluorescence; Potency, µM (top dose mostly 76.4 µM), for the others: at the highest dose activity change, negative = inhibition, most hits filed as inhibitors; actives 0.38% (n = 300,000); AID 2100;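 note: 0% = full enzyme reaction and -100% = no-enzyme basal signal; the screen sought inhibitors and activators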
#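 Recombinant human enzyme (4 nM); glycogen substrate; 37 C, 40 min, pH 5.0. Readout: coupled glucose oxidase/Amplex Red fluorescence.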
# HTT aggregate – reduces HttQ103-GFP aggregates in PC12 cells | PC12 HttQ103-GFP aggregates, Acumen cytometry, 40 h | Potency, µM (top dose mostly 46.1 µM), for inactives: top-dose activity change, negative = inhibition, actives largely listed as inhibitors | actives 1.1% (n = 220,000) | AID 1688; note: % is set by controls: 0 for no effect and ±100 for the full control effect; nearly all actives have a fitted effect of over 60% in size
#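 Read-out: GFP aggregate count by laser scanning cytometer (488 nm excitation, 500-530 nm emission, 1–25 µm objects >6 SD above background). Cells: PC12, inducible HTTex1-Q103-GFP, 100 nM tebufenozide; compounds titrated.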
# GAA inhib – inhibitors of human lysosomal alpha-glucosidase; actives 0.005% (n = 200,000); P10253; Potency, µM (highest dose often 76.9 µM), for inactives: at the highest dose activity change, negative = inhibition, actives largely listed as inhibitors; purified human GAA, 4-MU-alpha-glucoside fluorescence;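 note: plate controls were uninhibited enzyme wells for no effect and no-enzyme background for full effect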
#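 Human alpha-glucosidase, 4 nM, pre-mixed with test compounds before 400 uM 4-methylumbelliferyl substrate; 20 min room temperature at pH 5.0. Fluorescence read after pH 10 stop; AC50 values from Hill-equation fits.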
# GAA spleen mod – inhibits or activates alpha-glucosidase in human spleen homogenate | P10253 | human spleen homogenate, 4-MU-alpha-glucoside fluorescence | Potency, µM (series often up to 79.9 µM), without a hit: at the top dose activity change, negative = inhibition, most hits filed as inhibitors | actives 0.006% (n = 240,000);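 note: 0% = enzyme with vehicle and -100% = no enzyme basal signal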
#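 Enzyme source: human spleen homogenate, 1 ug/well. Buffer 50 mM citric acid/K phosphate pH 5.0, 0.01% Tween-20. 4-MU-alpha-glucoside 1 mM; 37 C x 40 min; NaOH/glycine stop; fluorescence.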
# GoLoco inh red – inhibitors of human Gai1-RGS12 GoLoco interaction (red fluorophore). Gai1:RGS12 GoLoco peptide FP, rhodamine, 10 min. actives 0.44% (n = 230,000). P63096. AID 880. Potency, µM (highest dose often 61.6 µM), for inactives: at the highest dose activity, negative = inhibition, hits mostly inhibitors; active = well fitted inhibition curve with a large enough effect, not every such curve was filed as active; inactive = no such curve, though single readings can be large or run the other way; note: % is set by controls: 0 for no effect and ±100 for the full control effect; nearly all actives have a fitted effect of over 30% in size; many of its hits are not listed in these tables
# Target sequence (P63096 whole entry, looked up): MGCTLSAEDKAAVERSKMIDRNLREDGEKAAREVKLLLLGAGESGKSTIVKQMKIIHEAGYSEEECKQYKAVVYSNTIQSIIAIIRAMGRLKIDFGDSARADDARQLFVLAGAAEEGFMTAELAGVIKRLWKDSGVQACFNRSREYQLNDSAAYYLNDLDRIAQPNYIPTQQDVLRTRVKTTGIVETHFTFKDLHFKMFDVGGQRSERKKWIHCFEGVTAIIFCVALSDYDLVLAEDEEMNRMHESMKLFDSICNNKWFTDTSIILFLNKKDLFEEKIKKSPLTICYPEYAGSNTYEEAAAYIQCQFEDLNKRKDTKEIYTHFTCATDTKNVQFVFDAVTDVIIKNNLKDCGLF
# HTT ATP protect – Huntington cell model cytoprotection by ATP luminescence | PC12 HTT-Q103 induced, cytoprotection, ATP luminescence, 40 h | Potency, µM (highest dose often 56.4 µM), for inactives: cytoprotection (ATP increase), actives largely listed as activators | actives 0.14% (n = 230,000) | AID 1471;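 note: % of control where 0% means no effect; nearly all actives have a fitted effect of over 45% in size; toxic huntingtin expression switched on by the ecdysone agonist tebufenozide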
#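 Rat PC12, Q103 Htt exon1-GFP fusion, ecdysone promoter; tebufenozide inducer 100 nM final; compound titration; qHTS, 1500 cells/well; ATPlite luminescent read.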
# * marks the source's active call; other numbers are inactive results; ? = inconclusive; nt = no result given; [ ] = remark or other dose. Unless noted, calls come from the whole dose curve; as a rule, active = well fitted curve in the direction sought with a large enough effect; inconclusive = small, poorly fitted or top-dose-only effect, or another doubt; inactive = no such curve, though single readings can be large; an effect the other way counts as inactive or inconclusive. Potency is the fitted concentration of half-maximal effect. Not all compounds are listed (hit frequency here may not be typical).
structure,IMPase Li cell,GAA glycogen,HTT aggregate,GAA inhib,GAA spleen mod,GoLoco inh red,HTT ATP protect
Oc1ccc(NCc2cccc(OCc3ccc(F)cc3)c2)cc1,23%,13%,23%[9.22 µM],-3%,3%,-22%,-9%[10 µM]
CC1Cc2ccccc2N1S(=O)(=O)c1cccc(C(=O)OCC(=O)NCc2ccco2)c1 (centres undefined),nt,-8%,-5%[9.22 µM],-2%,5%,-4%,-12%[10 µM]
CCN(CC(=O)NCc1cccs1)C(=O)c1ccccc1F,-9%,1%,17%,7%,4%,12%,-12%[10 µM]
O=c1[nH]nc(CNc2ccc(OC(F)(F)F)cc2)c2ccccc12,-2%,-10%,?,-3%,nt,2%,-17%
CC(=O)N1CCC2(CC1)CN(C(c1ccccc1)c1ccccc1)C2,-3%,nt,nt,nt,9%,-3%,2%
CC(C)(C)OC(=O)NNC(=O)C12CC3CC(CC(C3)C1)C2,4%,-13%,5%,-11%,-13%,5%,?
CCCOC(=O)Nc1ccc(S(=O)(=O)Nn2cnnc2)cc1,-2%[38.3 µM],1%,-9%,-3%,0%,0%,-7%[10 µM]
O=C(NCCC1=CCCCC1)C(=O)NCC1OCCCN1S(=O)(=O)c1ccccc1 (centres undefined),4%,3%,11%,-8%,6%,1%,-9%[10 µM]
Cc1cc(NC(=O)CSc2nnc(C(C)N(C)C)n2Cc2ccccc2)no1 (centres undefined),-5%[38.3 µM],3%,11%,0%,-3%,6%,-10%
Cc1ccccc1Oc1nnc(-c2cccs2)c2ccccc12,nt,-7%,3.5µM*,0%,-2%,nt,12%[10 µM]
O=S(=O)(c1ccc(Oc2ccc(S(=O)(=O)N(CCO)CCO)cc2)cc1)N(CCO)CCO,1%,5%,-12%,1%,9%,-3%,-15%
CCn1nc(C)c(/C=N/NC(=O)Cn2nnnc2N)c1C,nt,0%,14%[9.22 µM],nt,-6%,5%,28%[10 µM]
CC(Sc1ccc(Cl)cc1)C(=O)NCc1cccnc1 (centres undefined),-11%[38.3 µM],5%,-15%,0%,-4%,2%,4%[10 µM]
O=C(NCc1ccco1)C1c2ccccc2Oc2ccccc21,-3%[38.3 µM],9%,8%,-6%,-3%,14%,-2%
O=C(Cn1c(=O)sc2ccccc21)NCc1ccco1,-17%[38.3 µM],4%,2%,?,3%,3%,-12%
CCCn1ncc(/C=N/O)c1C,nt,8%,-23%[9.22 µM],nt,3%,3%,10%[10 µM]
OC(CNCC#Cc1ccccc1)c1ccccc1 (centres undefined),3%,11%,9%,5%,2%,6%,-23%
CC(C)(C)c1ccc(C(=O)N/N=C2\C3CN4CCN(C3)CC2(c2ccccc2)C4)cc1,-14%,9%,-11%,3%,-2%,-2%,8%[10 µM]
Oc1ccc2ccccc2c1CNn1cnnc1,1%[38.3 µM],-1%,-9%,?,5%,-8%,-3%
CCn1c(C)nc2cc(S(=O)(=O)N3CCCCC3)ccc21,-5%[38.3 µM],-11%,?,-4%,-5%,8%,-17%[0.074 µM]
CN1N=C(c2ccc(F)c(F)c2)CSC1=NCc1ccccc1,29%,-1%,-8%,-8%,-30%,5%,5%[10 µM]
COc1ccc(OC)c(-c2csc(NC(=O)C3c4ccccc4Oc4ccccc43)n2)c1,-12%,11%,-11%,-12%,-1%,-10%,-11%[10 µM]
O=C(COc1ccccc1[N+](=O)[O-])Nc1ccccc1N1CCCC1,15%,-21%,4%[9.22 µM],-9%,1%,15%,27%[10 µM]
CCOC(=O)/C(C#N)=C/c1cccc([N+](=O)[O-])c1,nt,1%,-5%[9.22 µM],-4%,2%,0%,33%[10 µM]
Cn1nnnc1SCC(=O)Nc1nc2ccccc2s1,8%,-4%,-14%[9.22 µM],?,5%,2%,-1%[10 µM]
CCO[C@H]1OC(C(=O)N2CCOCC2)=C[C@@H](c2coc3ccccc3c2=O)[C@@H]1CCCO,-10%,-5%,1%[9.22 µM],nt,2%,5%,-2%[10 µM]
Cc1cc(C)n2cc(CSc3ncn[nH]3)nc2n1,-5%,2%,2%,2%,0%,5%,-30%
S=C(Nc1ccc(Br)cc1)NC1CCCCC1,6%,8%,-20%,6%,-2%,9%,nt
Cc1ccccc1OCCNC(=S)Nc1ccccc1,-12%[38.3 µM],-16%,-25%,2%,-10%,17%,-5%
O=C(NCc1ccco1)C(c1ccccc1)N(Cc1ccccc1)C(=O)Cn1nnc2ccccc21 (centres undefined),15%,2%,6%,3%,-13%,0%,9%[10 µM]

# Some of these compounds in order of molecular weight, descending.
structure,IMPase Li cell,GAA glycogen,HTT aggregate,GAA inhib,GAA spleen mod,GoLoco inh red,HTT ATP protect
O=C(NCCC1=CCCCC1)C(=O)NCC1OCCCN1S(=O)(=O)c1ccccc1 (centres undefined),4%,3%,11%,-8%,6%,1%,-9%[10 µM]
CC(C)(C)c1ccc(C(=O)N/N=C2\C3CN4CCN(C3)CC2(c2ccccc2)C4)cc1,-14%,9%,-11%,3%,-2%,-2%,8%[10 µM]
Cc1cc(NC(=O)CSc2nnc(C(C)N(C)C)n2Cc2ccccc2)no1 (centres undefined),-5%[38.3 µM],3%,11%,0%,-3%,6%,-10%
O=C(COc1ccccc1[N+](=O)[O-])Nc1ccccc1N1CCCC1,15%,-21%,4%[9.22 µM],-9%,1%,15%,27%[10 µM]
CC(=O)N1CCC2(CC1)CN(C(c1ccccc1)c1ccccc1)C2,-3%,nt,nt,nt,9%,-3%,2%
CN1N=C(c2ccc(F)c(F)c2)CSC1=NCc1ccccc1,29%,-1%,-8%,-8%,-30%,5%,5%[10 µM]
CCN(CC(=O)NCc1cccs1)C(=O)c1ccccc1F,-9%,1%,17%,7%,4%,12%,-12%[10 µM]
CCn1c(C)nc2cc(S(=O)(=O)N3CCCCC3)ccc21,-5%[38.3 µM],-11%,?,-4%,-5%,8%,-17%[0.074 µM]
CC(C)(C)OC(=O)NNC(=O)C12CC3CC(CC(C3)C1)C2,4%,-13%,5%,-11%,-13%,5%,?
CCOC(=O)/C(C#N)=C/c1cccc([N+](=O)[O-])c1,nt,1%,-5%[9.22 µM],-4%,2%,0%,33%[10 µM]
CCCn1ncc(/C=N/O)c1C,nt,8%,-23%[9.22 µM],nt,3%,3%,10%[10 µM]

# Carrying on:
structure,IMPase Li cell,GAA glycogen,HTT aggregate,GAA inhib,GAA spleen mod,GoLoco inh red,HTT ATP protect
CCc1sc(N(C(=O)Cc2ccccc2)c2cccc(F)c2)nc1-c1ccc(C)cc1,0%[38.3 µM],-6%,-9%,-6%,-10%,3%,-52%[inhibitor]
CCc1[nH]nc(C(=O)N2CCCC(CNS(=O)(=O)c3cccs3)C2)c1C (centres undefined),12%,-2%,-9%[9.22 µM],-1%,4%,10%,-7%[10 µM]
Cc1ccc(C(=O)NNC(=S)Nc2cccc(Cl)c2Cl)cc1[N+](=O)[O-],51%[activator][38.3 µM],-14%,19%,-4%,-1%,-8%,-10%
COc1cc(NC(=O)c2ccc(F)cc2)c(OC)cc1Cl,14%,0%,-7%,-6%,1%,3%,-2%[10 µM]
COc1ccc([N+](=O)[O-])cc1NC(=O)CCN1CCN(CCO)CC1,-3%,0%,-6%,4%,-4%,5%,nt
CCN(CC)S(=O)(=O)c1ccc(N2CCOCC2)c(NC(=O)c2cnccn2)c1,3%,9%,-3%,-9%,-5%,8%,31%[10 µM]
O=C(COC(=O)c1ccc(O)cc1)Nc1cccc(S(=O)(=O)NC2=NCCCCC2)c1,nt,5%,13%[9.22 µM],nt,6%,2%,21%[10 µM]
CCCSc1ncccc1C(=O)O,nt,3%,-7%[9.22 µM],3%,4%,-3%,0%[10 µM]
S=C1SCN(CC2CC2)CN1CC1CC1,nt,?,15%[9.22 µM],nt,6%,8%,-37%[10 µM]
c1ccc(-c2nc(N3CCOCC3)c3ccccc3n2)nc1,17%[38.3 µM],1%,-16%,-6%,-3%,8%,-21%
C=CCOn1c(C)c(C(C)=O)c2c3no[n+]([O-])c3ccc21,8%,5%,22µM*,-3%,-2%,6%,7%[10 µM]
O=C(CCSc1nnc(-c2ccncc2)o1)Nc1cccc(Cl)c1,0%,-5%,20%[9.22 µM],11%,1%,-7%,32%[10 µM]
CN(c1ccccc1C(=O)NCC1CCCO1)S(C)(=O)=O (centres undefined),42%[38.3 µM],5%,-9%,-12%,-4%,1%,11%[10 µM]
CC(C)c1ccc(/C=C2\CC/C(=C\C=N\N(C)C)C2=O)cc1,9%[38.3 µM],-27%,6%[9.22 µM],-8%,-1%,41%[activator],-26%
COc1cccc(NS(=O)(=O)c2ccc(S(=O)(=O)N3CCOCC3)cc2)c1,-3%[38.3 µM],-17%,-9%,-11%,-4%,7%,-8%
Nc1ncc(-c2cc3ccccc3oc2=O)s1,-9%[38.3 µM],-2%,3%,7%,6%,-4%,-58%[inhibitor]
O=C(O)C1CCN(c2ccccc2[N+](=O)[O-])CC1,-3%,1%,-7%,-13%,2%,8%,-58%[inhibitor]
O=S(=O)(NCc1ccco1)c1ccc(S(=O)(=O)N2CCCCC2)cc1,6%,-4%,-4%,-1%,-11%,7%,3%[1.9 µM]
O=C(/C=C/c1ccc(S(=O)(=O)N2CCOCC2)cc1)OCC(=O)c1ccc([N+](=O)[O-])cc1,nt,2%,-20%[9.22 µM],nt,6%,15%,7%[10 µM]
O=C(O)c1cc(NC(=O)C2CCCO2)cc(NC(=O)C2CCCO2)c1 (centres undefined),17%[38.3 µM],9%,-5%,-2%,4%,-9%,-7%
Cc1cccc(C(=O)N2CCCN(C(=O)c3cccc(C)c3)CC2)c1,29%[38.3 µM],9%,-17%,-16%,-4%,5%,12%
COc1ccc(C(=O)NC(=S)N2CC(C)OC(C)C2)cc1 (centres undefined),3%,4%,5%,4%,-8%,9%,18%[0.074 µM]
CCOc1cc(N2CCOCC2)c(OCC)cc1NC(=O)COC(=O)c1ccccc1C,9%,3%,-3%,-3%,6%,3%,-1%[10 µM]
Cc1ccc(NC(=O)CCS(=O)(=O)c2ccccc2)cc1S(=O)(=O)N1CCOCC1,0%,18%,16%,-1%,-4%,-17%,nt
Cc1ccc(C(=O)CSc2nnc(-c3cccs3)n2C)o1,-2%[38.3 µM],-6%,-10%,-6%,-10%,0%,-10%
